CTSL1 counter: blocks F. hepatica cathepsin L1 in PFM18AAP counter-screen | AID 1906 | recombinant F. hepatica cathepsin L1, Z-Leu-Arg-MCA fluorescence | inhibition, % at 5.96 µM | 300,000 tested, 0.49% active;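 active = inhibition above the mean of all tested compounds plus 3 SD, set per screening campaign, cut at about 17% in these data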;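 note: 0% = plate median of test compound wells and 100% = 1 µM Z-Phe-Ala-diazomethylketone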
core dimer inh: blocks dimerization of HCV core protein. 300,000 tested, 0.33% active. TR-FRET GST/Flag-core106 dimerization, 1536-well. inhibition, % at 5 µM. AID 1899;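 active = inhibition above the mean of all tested compounds plus 3 SD, set per screening campaign, cut at about 45% in these data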
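Assay system – GST-tagged and Flag-tagged HCV core protein residues 1-106 · Quantity – core106 proteins, GST 13.5 nM and Flag 17 nM · Benchmarks – unlabelled core106 and no-GST-core106 wells · Read-out basis – percent inhibition of core106 dimerization signal · Detection – time-resolved FRET, ex 340 nm, em 617 and 671 nm · Schedule – 4 h at 22.5 °C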
PP1 inh: blocks human PP1-alpha phosphatase, a PP5 counter-screen; P62136; purified PP1alpha, OMFP fluorescence; inhibition, % at 6.7 µM; 320,000 tested, 0.9% active; AID 2235;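 active = inhibition above the mean inhibition of all tested compounds plus 3 SD, computed separately for each screening campaign, cut at about 15% in these data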
Target sequence (P62136 whole entry, looked up): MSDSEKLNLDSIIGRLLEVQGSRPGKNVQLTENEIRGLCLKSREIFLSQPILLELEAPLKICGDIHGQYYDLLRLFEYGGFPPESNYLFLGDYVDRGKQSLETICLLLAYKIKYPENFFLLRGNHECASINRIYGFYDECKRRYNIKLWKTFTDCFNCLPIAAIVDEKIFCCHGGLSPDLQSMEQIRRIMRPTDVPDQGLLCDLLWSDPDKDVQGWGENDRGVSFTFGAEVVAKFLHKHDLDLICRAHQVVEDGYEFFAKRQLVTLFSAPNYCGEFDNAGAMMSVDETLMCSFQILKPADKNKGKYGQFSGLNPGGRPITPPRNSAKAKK
procasp7 counter: counter-screen: procaspase-7 (human) activation; P55210; recombinant procaspase-7, Ac-DEVD-pNA absorbance 405 nm; D23A/D198A/D206A triple mutant, cannot self-cleave; scale: DMSO 0, 5 µM enzyme 100; activation, % at 8.5 µM; 330,000 tested, 0.093% active;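 active = percent activation above the screen-wide mean plus 3 SD, cut at about 25% in these data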
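Assay system: Uncleavable procaspase-7 mutant enzyme; Input: 2 µM procaspase-7 mutant as dispensed; Also added: DEVD-pNA substrate; Medium: Zinc-free HEPES pH 7.4 with 300 mM NaCl, 0.01% Triton X-100; Timing: 1 h compound preincubation, 2 h substrate cleavage, 25 °C; Measured by: Epi-absorbance of released pNA at 405 nm, two timepoints.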
PP5 inh: PP5 (human) phosphatase inhibition | purified PP5c, OMFP substrate fluorescence | inhibition, % at 6.7 µM | 320,000 tested, 0.18% active | AID 1987;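 active = inhibition above the campaign's mean inhibition across all tested compounds plus 3 SD, cut at about 9.5% in these data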;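 note: 0% = DMSO only and 100% = 100 µM cantharidin control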
GRK2 aptamer HTS: inhibitors of human GRK2 displacing RNA aptamer | bead flow cytometry, FAM-aptamer displacement from GRK2 | P25098 | 330,000 tested, 0.59% active | inhibition of aptamer binding, % at 10 µM;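 active = inhibition of aptamer binding above 40%, roughly 3 SD of noise, on plates passing a quality check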;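 note: median bead fluorescence of bound FAM aptamer so fluorescent compounds give negative values; no value below 0 was filed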
procasp3 activ: activators of human procaspase-3. 330,000 tested, 0.11% active. recombinant procaspase-3 D3A, Ac-DEVD-pNA absorbance 405 nm. activation, % at 8.5 µM;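 active = activation above the mean of all tested compounds plus 3 SD, cut at about 21% in these data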;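 note: 0% = DMSO alone and 100% = DMSO wells spiked with extra 5 µM PC-3 D3A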
Target sequence (P42574 whole entry D9A/D28A/D175A): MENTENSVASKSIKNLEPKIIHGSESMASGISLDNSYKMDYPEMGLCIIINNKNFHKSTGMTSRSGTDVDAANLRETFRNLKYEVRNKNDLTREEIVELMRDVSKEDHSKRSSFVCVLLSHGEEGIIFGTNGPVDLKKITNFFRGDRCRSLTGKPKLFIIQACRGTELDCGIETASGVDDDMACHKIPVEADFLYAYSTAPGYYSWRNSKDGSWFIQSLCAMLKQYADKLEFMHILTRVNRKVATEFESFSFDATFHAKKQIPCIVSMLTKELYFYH
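Assay system: Autoprocessing-dead procaspase-3 D3A mutant enzyme; also added: Ac-DEVD-pNA; doses: one concentration, 8.5 µM nominal, 0.8% DMSO; times: 1 h compound preincubation, 2 h substrate hydrolysis at 25 °C; technique: 405 nm absorbance of p-nitroaniline, reads at 0 and 120 min; measure: % activation between DMSO and enzyme-spiked controls; repeats: single replicate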
GASC-1 inh: blocks human GASC-1 demethylase activity. inhibition, % at 2.35 µM. GST-JMJD2C(1-420) H3K9me3 demethylation, DELFIA europium. Q9H3R0. 330,000 tested, 0.069% active;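 active = more than half of a compound's replicate wells show inhibition beyond 50%, single wells judged on their own value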;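 note: signal counts dimethyl H3K9 product captured on neutravidin plate; 0% = median of DMSO wells and 100% = 0.3 times that DMSO median; strong numbers were not always called active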
Target sequence (Q9H3R0 1-420 limits assumed): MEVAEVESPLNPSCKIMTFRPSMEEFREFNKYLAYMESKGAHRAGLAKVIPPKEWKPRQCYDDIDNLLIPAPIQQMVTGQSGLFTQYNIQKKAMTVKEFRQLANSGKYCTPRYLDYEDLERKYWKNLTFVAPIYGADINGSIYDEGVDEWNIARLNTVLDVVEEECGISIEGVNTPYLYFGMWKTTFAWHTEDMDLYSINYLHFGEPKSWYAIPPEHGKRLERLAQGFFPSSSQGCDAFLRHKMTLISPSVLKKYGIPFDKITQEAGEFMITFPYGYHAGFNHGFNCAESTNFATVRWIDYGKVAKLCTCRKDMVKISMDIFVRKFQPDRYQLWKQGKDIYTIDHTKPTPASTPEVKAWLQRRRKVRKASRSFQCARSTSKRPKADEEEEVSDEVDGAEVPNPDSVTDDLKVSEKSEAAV
VLA-4 inh: inhibition in a human VLA-4 binding assay; P13612; VLA-4 expressing cells, ligand binding flow cytometry; inhibition, % (about 7 µM as worked out from the volumes in the protocol); 330,000 tested, 0.2% active; AID 2557; in the data active = inhibition above about 50%
* = called active by the depositor; i = inactive; / = no result given. The order is random; 2.6% or so of the library scored in one or more.

SMILES	CTSL1 counter	core dimer inh	PP1 inh	procasp7 counter	PP5 inh	GRK2 aptamer HTS	procasp3 activ	GASC-1 inh	VLA-4 inh
Cc1ccccc1C1C(C#N)=C2N=C(N)c3c(sc4c3CCCCC4)N2C2=C1C(=O)CC(C)(C)C2 (stereo not given)	1	22	15*	-5	3.3	3	-3	-11	-28
CCCCn1c(N)c(N(CC(C)C)C(=O)C2CC(=O)N(c3ccc(C)cc3)C2)c(=O)[nH]c1=O (stereo not given)	-1	1	-1	-7	1.8	5	22*	3	4
CCOc1ccc(OCc2cccc(C(=O)Nc3ccc(CN4CCCCC4)cc3)c2)cc1	1	-9	1	-1	-0.7	0	-2	1	6
C=CCNC(=O)CC12CC3CC(C1)CC(CC(=O)NCC=C)(C3)C2	0	-2	-3	14	-1.3	1	9	-5	12
O=C(Cn1nnc(-c2ccc(Cl)cc2)n1)NCCC1=CCCCC1	-2	4	1	3	-0.9	1	-6	3	21
COc1cc(NC(=O)Cn2c([N+](=O)[O-])cnc2C)c(OC)cc1Cl	-1	-6	0	3	2.5	7	-6	-10	-6
COc1ccc(S(=O)(=O)n2nc(OC(=O)c3ccncc3)cc2N)cc1	0	6	4	-28	0.4	/	-22	-30	/
CC1=C(Cl)C2=NS(=O)(=O)CCN2C=C1Cl	-2	-1	-4	6	-2.1	1	5	44	9
Cc1cccc(NC(=O)c2ccc(COc3ccccc3)o2)n1	2	-10	1	-4	-0.8	3	12	2	-10
CCOC(=O)C1(Cc2ccccc2C(F)(F)F)CCN(C(C)CCn2cccn2)CC1 (stereo not given)	-2	-5	-3	6	1.5	0	2	-4	-3
O=C1CCC(C(=O)Nc2nnc(C3CC3)s2)=NN1	-3	-3	-2	-4	-0.9	5	3	-5	11
Oc1ccc(-c2csc(-c3ccccc3)n2)cc1O	0	-7	-3	-33	2.9	2	-13	-3	19
CCc1nnc(NC(=O)c2ccc(S(C)(=O)=O)cc2)s1	-2	-2	-2	-5	-0.2	0	-1	0	3
COc1ccc(/C=N/NC(=O)c2ccncc2)c(OC)c1	5	-12	0	-2	0.8	0	8	-29	20
CC(C)[C@H](NC(=O)N1CCC(Cc2ccccc2)CC1)C(=O)O	2	-12	3	5	2.8	0	6	1	-10
CCN1C(=O)C(O)(CC(=O)c2ccc(-n3cccc3)cc2)c2ccccc21 (stereo not given)	2	-4	0	11	1.8	1	4	-4	-9
Cc1ccc(S(=O)(=O)/N=C(/Nc2ccccn2)c2ccc(Cl)cc2)cc1	2	0	5	-1	-0.2	2	4	-9	13
COc1ccc(C(=O)OCC(=O)NCc2ccccc2)c(OC)c1OC	-1	-4	-1	5	0.4	3	8	0	8
COCCN(C(=O)c1ccc(-c2ccc(Cl)cc2)o1)c1c(N)n(Cc2ccccc2)c(=O)[nH]c1=O	1	-3	-8	5	-0.6	3	-12	-1	-3
CC(NC(=O)Cn1c(=O)oc2cc(S(=O)(=O)N3CCCC3)ccc21)c1ccccc1 (stereo not given)	-1	-1	1	-9	2.7	0	10	1	-3
Cc1ccc(NC(=O)Cn2ccsc2=N)cc1S(=O)(=O)N(C)C	5	-7	-2	7	-2.2	4	0	-3	16
NC(=O)COC(=O)CNC(=O)c1sc2ccccc2c1Cl	-5	-2	-1	0	-2.6	4	-2	6	-2
CSc1nnc(-c2cccn(Cc3ccccc3)c2=O)o1	2	3	2	9	3.0	0	9	12	-5
O=C1CC(N2CCN(C(c3ccccc3)c3ccccc3)CC2)C(=O)N1 (stereo not given)	0	-5	-1	-14	-0.2	0	-20	14	3
CCCCN(CCCC)NC(=O)c1ccccc1	0	6	-6	3	-1.0	2	1	-4	19
COc1ccc(NC(=O)c2cc3n(n2)C(C(F)(F)F)CC(c2ccc(OC)cc2)N3)cc1 (stereo not given)	0	5	-2	0	3.4	4	-4	4	12
Cc1cc(C(C)(C)C)cc(C)c1C(=O)O	-4	-4	-1	7	-0.8	2	-11	0	1
CCOc1cc(C(=S)N2CCCC2)ccc1OC	-6	4	-3	-11	0.7	0	4	-13	-4
COc1cccc(CN2CCN(c3nc4nonc4nc3N3CCCCC3)CC2=O)c1	2	-2	-4	-8	3.0	0	-1	10	2
COc1ccc(/C=C(\NC(=O)c2ccc(Cl)cc2)C(=O)NCC2CCCO2)cc1OC (stereo not given)	4	-9	7	-3	1.2	1	-2	-1	0
CCCCNc1nnc(SCC(=O)N2CCN(S(=O)(=O)c3ccc4ccccc4c3)CC2)s1	1	22	13	4	3.8	1	10	157	-9
Cc1cc(C(=O)COC(=O)Cc2n[nH]c(=O)c3ccccc23)c(C)n1-c1cccc(C(F)(F)F)c1	3	8	9	-3	4.3	2	2	3	2
CCC(C)(C)NC(=O)C1CCCN(S(=O)(=O)c2ccc3c(c2)CC(C)N3C(=O)C2CC2)C1 (stereo not given)	-5	1	-3	9	1.5	0	-6	-5	5
CCc1cccc(CC)c1NC(=O)CN1CCc2cc(OC)c(OC)cc2C1	-2	-1	1	3	0.7	1	-4	5	2
COc1ccc(CCC(=O)N2CCCc3ccccc32)cc1	0	2	-3	-1	1.5	2	-3	20	2
CCN1C(=O)c2cccc3c(S(=O)(=O)NC(Cc4ccccc4)C(=O)O)ccc1c23 (stereo not given)	-3	-10	5	-8	-4.0	0	-7	-14	3
O=C(Cn1c(=O)sc2ccccc21)Nc1ccc(S(=O)(=O)N2CCCC2)cc1	-3	0	-3	1	-0.4	1	-2	-3	7
Cc1nn(C)cc1NC(=O)c1ccc(Br)o1	-4	-1	-3	0	0.7	0	-7	-1	1
CCN(CC)S(=O)(=O)c1ccc(S(=O)(=O)N(Cc2ccccn2)Cc2ccco2)cc1	3	-1	5	-5	0.1	5	3	-5	-2
COc1cc(C(=O)O/N=C(\N)c2ccncc2)cc(OC)c1OC	9	9	1	3	-0.6	0	-2	-4	-13
CC1=CC(C)C2(CO)COC(c3cccnc3)C1C2C (stereo not given)	-5	-2	0	-8	0.0	10	-2	-17	-2
CC1Sc2ccc(S(=O)(=O)N3CCC(C(=O)NCc4ccco4)CC3)cc2NC1=O (stereo not given)	-8	-9	-2	-4	2.9	0	6	10	0
O=C(COC(=O)CC12CC3CC(CC(C3)C1)C2)Nc1ncc(Cl)cc1Cl	-8	11	5	-10	1.1	5	3	-9	-8
Cc1ccc(C(=O)c2ccc([N+](=O)[O-])cc2)cc1	1	1	-2	2	2.6	0	5	1	6
Cc1ccc(Nc2c([N+](=O)[O-])c(=O)n(C)c3ccccc23)cc1	3	9	2	3	0.8	0	5	0	3
CC(Sc1ncccn1)C(=O)NC1CCCC1 (stereo not given)	/	/	-6	-1	-1.3	2	6	-4	11
CC(OC(=O)c1ccccc1NS(=O)(=O)c1cccc(C(F)(F)F)c1)C(=O)N(C)Cc1ccccc1 (stereo not given)	-2	16	0	3	4.8	1	-1	-9	-2
COc1nn(-c2ccccc2)c(=O)c(Cl)c1Cl	-1	-88	-4	8	1.9	0	1	-5	12
Cc1ccc(CNC(=O)Cc2ccc(-n3cccc3)cc2)cc1	-4	18	6	5	2.2	1	-3	-6	18
CCOc1ccc(-c2c(C(=O)N/N=C/C3CCCCC3)nnn2-c2nonc2N)cc1	-11	-1	0	-3	-3.2	0	0	-1	7
COC(=O)CNC(=O)C(Cc1ccccc1)NS(=O)(=O)c1ccc2c(c1)c(=O)n(C)c(=O)n2C (stereo not given)	16	1	-2	-4	-0.7	0	5	-1	3
COc1ccccc1CN1CCC(CNS(=O)(=O)c2cc(-c3cc(C)no3)ccc2C)CC1	-3	-5	-2	4	-3.6	0	8	-11	13
CCN(C(=O)COc1ncnc2ccccc12)C1CCCCC1	/	/	/	-3	/	3	3	0	3
O=C(COc1ccccc1[N+](=O)[O-])Nc1cccc(Cl)c1N1CCOCC1	2	13	3	6	2.9	1	-9	-2	10
Cc1ccc(S(=O)(=O)NCc2ccc(C(=O)N3CCc4ccccc4C3)cc2)cc1	5	3	1	-2	2.3	0	2	-6	6
Cc1cccc(-c2nnc(SCC(=O)N3c4ccccc4CCc4ccccc43)n2C)c1	0	4	-3	-6	-2.4	1	-3	5	8
CCCCOc1ccc(C(=O)NCC(=O)N2CC(C)CC(C)C2)cc1 (stereo not given)	/	/	-2	1	2.9	0	-3	-1	6
Cn1c(/C=C/c2ccccc2)nc2ccccc2c1=O	4	-3	2	-3	3.6	3	0	-6	14
CN(C)c1ccc(C2Nc3ccccc3C(=O)N2NS(=O)(=O)c2ccccc2)cc1 (stereo not given)	4	-1	-1	4	1.0	0	-6	2	-16
Cc1cc2c(cc1C)NC(CC(=O)NCc1ccccc1)C(=O)N2 (stereo not given)	7	7	-1	-3	0.6	0	1	32	i

Record cards, as listed above. Order of values: CTSL1 counter	core dimer inh	PP1 inh	procasp7 counter	PP5 inh	GRK2 aptamer HTS	procasp3 activ	GASC-1 inh	VLA-4 inh
Entry for `Cc1cc2c(cc1C)NC(CC(=O)NCc1ccccc1)C(=O)N2` (stereo not given) → 7	7	-1	-3	0.6	0	1	32	i
Entry for `COc1ccccc1CN1CCC(CNS(=O)(=O)c2cc(-c3cc(C)no3)ccc2C)CC1` → -3	-5	-2	4	-3.6	0	8	-11	13
Entry for `CCOc1ccc(-c2c(C(=O)N/N=C/C3CCCCC3)nnn2-c2nonc2N)cc1` → -11	-1	0	-3	-3.2	0	0	-1	7
Entry for `Cc1cccc(-c2nnc(SCC(=O)N3c4ccccc4CCc4ccccc43)n2C)c1` → 0	4	-3	-6	-2.4	1	-3	5	8
Entry for `CCCCOc1ccc(C(=O)NCC(=O)N2CC(C)CC(C)C2)cc1` (stereo not given) → /	/	-2	1	2.9	0	-3	-1	6

Additional structures follow.
SMILES	CTSL1 counter	core dimer inh	PP1 inh	procasp7 counter	PP5 inh	GRK2 aptamer HTS	procasp3 activ	GASC-1 inh	VLA-4 inh
COc1ccc(NC(=O)CN(C)C(=O)C2=NN(c3ccccc3)C(=O)CC2)cc1	/	/	-4	13	3.1	0	8	-2	5
Cc1ccccc1S(=O)(=O)N1CC(C(=O)O)=CC[C@H]1c1ccc(Cl)cc1	1	13	0	0	-1.1	2	6	4	13
Cc1cccc(C(=O)Nc2sc(C(=O)N3CCCC3)c(C)c2C#N)c1	3	0	1	10	3.0	0	0	18	-1
Cc1ccc(NC(=O)CSc2nnc(Cc3ccccc3)o2)cc1	-2	-6	-5	14	2.8	0	10	-1	3
CN1CCN(CCCNC(=O)c2ccc(CS(=O)(=O)c3ccc(Br)cc3)o2)CC1	6	-4	-20	3	-0.3	0	18	8	8
COc1ccccc1-n1c([S-])c(C(=O)Nc2ccccc2C(F)(F)F)[n+]2ccc(C(=O)NCCO)cc12	4	-10	0	-11	2.3	9	-6	-4	21
Cc1[nH]c2ccccc2c1C(=O)CN1CCN(C/C=C/c2ccccc2)CC1	-2	-11	5	-6	2.3	2	0	-12	-4
Nc1nc(Nc2cccc(Cl)c2)nc(NCc2ccco2)c1[N+](=O)[O-]	10	5	6	-10	3.0	1	0	-11	-4

Source: PubChem (several laboratories)
